bIAP activator: increases bovine intestinal alkaline phosphatase activity. purified bovine IAP, CDP-star luminescence, 30 min; stronger effect = higher value; fold of DMSO-control signal, blank-subtracted. activation factor at 20 µM. 0.17% of 200,000 active. AID 1016;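 active = activation factor of 2 or more at 20 µM, a signal rise over negative controls twice the positive control's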
ROMK primary: human ROMK K+ channel modulation, primary screen | P48048 | Tet-inducible ROMK, thallium flux fluorescence; actives lie on both sides | B-score at 10 µM | 2% of 130,000 active | AID 1918;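 active = signal ratio slope over the read window, or its plate-corrected B-score, at least 3 SD from the plate mean, either direction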;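 note: B-score of the F/F0 ratio slope over 7 to 12 s after thallium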
Target sequence (P48048 whole entry, looked up): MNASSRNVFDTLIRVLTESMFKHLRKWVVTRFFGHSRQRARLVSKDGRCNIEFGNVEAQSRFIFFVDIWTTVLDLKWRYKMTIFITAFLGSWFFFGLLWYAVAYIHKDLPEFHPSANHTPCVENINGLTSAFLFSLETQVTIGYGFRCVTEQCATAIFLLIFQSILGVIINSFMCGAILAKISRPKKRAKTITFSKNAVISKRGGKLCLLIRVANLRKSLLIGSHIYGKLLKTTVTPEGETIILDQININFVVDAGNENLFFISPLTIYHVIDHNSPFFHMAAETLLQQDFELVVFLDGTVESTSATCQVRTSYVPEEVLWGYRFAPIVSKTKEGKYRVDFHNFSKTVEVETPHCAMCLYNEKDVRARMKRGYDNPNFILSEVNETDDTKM
TLR4-MyD88 BLA: blocks binding of human TLR4 to MyD88. HeLa CL3-4 TLR4/MyD88 BLA complementation, FRET ratio. inhibition, % at 8.4 µM. 0.18% of 200,000 active. O00206+Q99836; in the data active = inhibition above about 25%;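 note: 0% = vehicle and 100% = reference inhibitor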
TR-FRET SRC-2 ct: flags TR-FRET format artefacts in PPARgamma SRC-2 recruitment agonist screen; TR-FRET artefact counter-screen; stronger effect = higher value; TR-FRET ratio at 8 µM; 0.4% of 200,000 active; in the data active = TR-FRET ratio above about 2000; note: inactives centre near 1500; reference of the scale not given here
DTT redox prof: compounds producing H2O2 with reducing agent – biochemical, NIH compound library profiling, artefact control for MLSCN library redox annotation, primary screen; DTT-dependent redox cycling H2O2, phenol red/HRP absorbance; 100% = 100 µM peroxide control, 0% = buffer; activation, % at 10 µM; 0.03% of 200,000 active; AID 878;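 active = activation of at least 50% relative to the plate's high and low controls in the primary single-dose screen; inactive = activation below 50%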;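 note: compound incubated with DTT at 0.8 mM final as the reducing agent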
Lmaj promast: Leishmania major promastigote growth inhibition | 9% of 200,000 active | Leishmania major promastigotes, resazurin fluorescence viability | inhibition, % at 10 µM; in the data active = inhibition above about 50%;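 note: promastigotes grown with compound for 44 hours at 28 °C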
PPARg SRC2 recr: PPARgamma-driven SRC-2 recruitment agonism. PPARgamma LBD-SRC-2 recruitment, biochemical. P37231. activation, % at 8 µM. 0.34% of 200,000 active; in the data active = activation above about 22%;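 note: 0% = vehicle and 100% = reference agonist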
Target sequence (P37231 whole entry, looked up, the tested form may be a part): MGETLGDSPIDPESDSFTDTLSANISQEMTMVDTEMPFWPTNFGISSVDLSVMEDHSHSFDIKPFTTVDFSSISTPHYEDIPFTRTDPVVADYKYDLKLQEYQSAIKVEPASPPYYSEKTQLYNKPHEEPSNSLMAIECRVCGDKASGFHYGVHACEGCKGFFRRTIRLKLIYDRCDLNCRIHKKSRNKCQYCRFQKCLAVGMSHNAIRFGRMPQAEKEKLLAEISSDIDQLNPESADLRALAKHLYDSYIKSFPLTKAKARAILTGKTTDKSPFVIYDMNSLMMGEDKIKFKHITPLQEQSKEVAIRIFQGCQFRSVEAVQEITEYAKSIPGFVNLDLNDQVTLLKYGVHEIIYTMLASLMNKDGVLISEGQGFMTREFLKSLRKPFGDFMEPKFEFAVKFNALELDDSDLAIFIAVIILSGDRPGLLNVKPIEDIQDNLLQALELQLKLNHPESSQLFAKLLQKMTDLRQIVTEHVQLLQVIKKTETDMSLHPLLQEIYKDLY
PPARg SRC-3 ag: agonists of human PPARgamma SRC-3 coactivator recruitment; activation, % at 8 µM; 0.26% of 200,000 active; P37231; biochemical PPARgamma/SRC-3 coactivator recruitment assay; in the data active = activation above about 23%;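 note: 0% = DMSO and 100% = reference agonist; some compounds past the cut are filed as inactive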
PPARg SRC-1 ag: agonists of human PPARgamma SRC-1 coactivator recruitment; PPARgamma-SRC-1 coactivator recruitment biochemical assay; activation, % at 8 µM; 0.41% of 200,000 active; AID 631; in the data active = activation above about 19%;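 note: 0% = DMSO and 100% = reference agonist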
bIAP inh: blocks bovine intestinal alkaline phosphatase activity; 190,000 tested, under 10 active; inhibition, % at 20 µM; purified bovine IAP, CDP-star luminescence, 30 min;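 active = over 50% inhibition of intestinal alkaline phosphatase at 20 µM in the single-dose screen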
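Assay system: bovine IAP enzyme; medium: DEA buffer 100 mM, pH 9.8, with MgCl2 1.0 mM, ZnCl2 0.02 mM; doses: 20 µM single dose; incubation: enzyme reaction for 30 min at room temperature; detection: CDP-star luminescence signal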
S1P3 antagonist: blocks the human S1P3 receptor. CHO S1P3 NFAT-BLA reporter, FRET fluorescence, antagonist mode. inhibition, % at 4.98 µM. 0.27% of 170,000 active. AID 485;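 active = inhibition above the plate cutoff, the mean inhibition of test wells on that plate plus 3 SD, cut at about 28% in these data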;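 note: cells challenged with S1P at its EC80 of 0.8 µM; blue over green emission ratio from cleaved BLA substrate after 4 h stimulation; 0% = S1P-stimulated wells and 100% = unstimulated DMSO-only wells; some compounds past the cut are filed as inactive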
Starred values were filed as active, the others as inactive.

CC1(C)C(=O)NCCN1C(=O)CCCC(=O)O was read as bIAP activator 0.9, ROMK primary 0.14, TLR4-MyD88 BLA 3, TR-FRET SRC-2 ct 1500, DTT redox prof -9.2, Lmaj promast -5, PPARg SRC2 recr -1, PPARg SRC-3 ag -4, PPARg SRC-1 ag -4, bIAP inh 7 and S1P3 antagonist -4.
Screening O=C(COC(=O)COc1ccccc1)NC1CCCc2ccccc21 (stereo not drawn) returned bIAP activator 0.8, TLR4-MyD88 BLA -15, TR-FRET SRC-2 ct 1588, DTT redox prof 0.1, Lmaj promast -1, PPARg SRC2 recr 10, PPARg SRC-3 ag 7, PPARg SRC-1 ag 4, bIAP inh 16 and S1P3 antagonist -1.
For O=c1cc(CN2CCN(S(=O)(=O)c3ccccc3[N+](=O)[O-])CC2)nc2sccn12 the results were bIAP activator 1, ROMK primary 1.4, TLR4-MyD88 BLA 11, TR-FRET SRC-2 ct 1375, DTT redox prof 0.0, Lmaj promast 14, PPARg SRC2 recr 6, PPARg SRC-3 ag -2, PPARg SRC-1 ag -3, bIAP inh 0 and S1P3 antagonist 2.
Screening CCc1nc(NCCCn2ccnc2)c2oc3ccccc3c2n1 returned bIAP activator 1, TLR4-MyD88 BLA 9, TR-FRET SRC-2 ct 1607, DTT redox prof 2.0, Lmaj promast 14, PPARg SRC2 recr 4, PPARg SRC-3 ag -2, PPARg SRC-1 ag 6, bIAP inh -5 and S1P3 antagonist 4.
CC(C)NC(=S)N1CCN(C/C=C/c2ccccc2)CC1 was read as bIAP activator 1.1, ROMK primary 0.0036, TLR4-MyD88 BLA 9, TR-FRET SRC-2 ct 1400, DTT redox prof 0.4, Lmaj promast 5, PPARg SRC2 recr 6, PPARg SRC-3 ag 5, PPARg SRC-1 ag 16, bIAP inh -10 and S1P3 antagonist -11.
Screening CCOC(=O)/C(C#N)=C1\Nc2ccccc2N=C1N(CC(C)C)CC(C)C returned bIAP activator 0.9, ROMK primary -1.6, TLR4-MyD88 BLA 5, TR-FRET SRC-2 ct 1474, DTT redox prof 0.3, Lmaj promast 81*, PPARg SRC2 recr 0, PPARg SRC-3 ag 0, PPARg SRC-1 ag 0 and bIAP inh 8.
For COc1cc(/C=C/C(=O)OCC(=O)Nc2cc(C(F)(F)F)ccc2N2CCOCC2)ccc1O the results were bIAP activator 0.9, ROMK primary 0.14, TLR4-MyD88 BLA -3, TR-FRET SRC-2 ct 1431, DTT redox prof -0.5, Lmaj promast 0, PPARg SRC2 recr 13, PPARg SRC-3 ag -1, PPARg SRC-1 ag -1, bIAP inh 13 and S1P3 antagonist 5.
Screening CCN(CC)S(=O)(=O)c1cccc(C(=O)Nc2nc3cc4c(cc3s2)OCCO4)c1 returned bIAP activator 1, ROMK primary -1.1, TLR4-MyD88 BLA 12, TR-FRET SRC-2 ct 1363, DTT redox prof 0.9, Lmaj promast 93*, PPARg SRC2 recr 0, PPARg SRC-3 ag -5, PPARg SRC-1 ag 4, bIAP inh 1 and S1P3 antagonist 25.
CC(C)(C)c1ccccc1NC(=O)c1c(O)c2cccc3c2n(c1=O)CC3 was read as bIAP activator 1, ROMK primary 0.71, TLR4-MyD88 BLA 14, TR-FRET SRC-2 ct 1499, DTT redox prof -0.1, Lmaj promast 14, PPARg SRC2 recr 1, PPARg SRC-3 ag -1, PPARg SRC-1 ag -8, bIAP inh 1 and S1P3 antagonist -16.
COc1ccc2c(c1)CCC1C2=NN(/C(C)=C/C(C)=O)C1c1cccc(F)c1 (stereo not drawn) was read as bIAP activator 1, TLR4-MyD88 BLA 10, TR-FRET SRC-2 ct 1483, DTT redox prof -1.6, Lmaj promast 3, PPARg SRC2 recr -1, PPARg SRC-3 ag 4, PPARg SRC-1 ag -8, bIAP inh 4 and S1P3 antagonist -4.
Screening O=c1c2cc(NC(=S)NCCCN3CCC(Cc4ccccc4)CC3)ccc2nc2n1CCCCC2 returned bIAP activator 1.1, ROMK primary 0.03, TLR4-MyD88 BLA 1, TR-FRET SRC-2 ct 1517, DTT redox prof -2.1, Lmaj promast 99*, PPARg SRC2 recr 4, PPARg SRC-3 ag 1, PPARg SRC-1 ag 7, bIAP inh -10 and S1P3 antagonist -16.
S=c1[nH]nc(CCc2nc3ccccc3[nH]2)n1-c1cccc(Cl)c1 was read as bIAP activator 1.7, ROMK primary 0.015, TLR4-MyD88 BLA -3, TR-FRET SRC-2 ct 1464, DTT redox prof -0.9, Lmaj promast -10, PPARg SRC2 recr 10, PPARg SRC-3 ag 7, PPARg SRC-1 ag 6, bIAP inh -67 and S1P3 antagonist 7.

Next section; the last 3 above are carried over.
COc1ccc2c(c1)CCC1C2=NN(/C(C)=C/C(C)=O)C1c1cccc(F)c1 (stereo not drawn) was read as bIAP activator 1, TLR4-MyD88 BLA 10, TR-FRET SRC-2 ct 1483, DTT redox prof -1.6, Lmaj promast 3, PPARg SRC2 recr -1, PPARg SRC-3 ag 4, PPARg SRC-1 ag -8, bIAP inh 4 and S1P3 antagonist -4.
Screening O=c1c2cc(NC(=S)NCCCN3CCC(Cc4ccccc4)CC3)ccc2nc2n1CCCCC2 returned bIAP activator 1.1, ROMK primary 0.03, TLR4-MyD88 BLA 1, TR-FRET SRC-2 ct 1517, DTT redox prof -2.1, Lmaj promast 99*, PPARg SRC2 recr 4, PPARg SRC-3 ag 1, PPARg SRC-1 ag 7, bIAP inh -10 and S1P3 antagonist -16.
S=c1[nH]nc(CCc2nc3ccccc3[nH]2)n1-c1cccc(Cl)c1 was read as bIAP activator 1.7, ROMK primary 0.015, TLR4-MyD88 BLA -3, TR-FRET SRC-2 ct 1464, DTT redox prof -0.9, Lmaj promast -10, PPARg SRC2 recr 10, PPARg SRC-3 ag 7, PPARg SRC-1 ag 6, bIAP inh -67 and S1P3 antagonist 7.
Screening COc1ccc(C)cc1S(=O)(=O)N(CC(=O)NCc1ccc(Cl)cc1)Cc1ccccc1 returned bIAP activator 1, ROMK primary -1.6, TLR4-MyD88 BLA 3, TR-FRET SRC-2 ct 1449, DTT redox prof 0.0, Lmaj promast 99*, PPARg SRC2 recr 1, PPARg SRC-3 ag -7, PPARg SRC-1 ag -1 and bIAP inh 0.
`Cn1cnc([N+](=O)[O-])c1Sc1ccc(Br)cc1` gave bIAP activator 1, ROMK primary 0.059, TLR4-MyD88 BLA 7, TR-FRET SRC-2 ct 1591, DTT redox prof 0.1, Lmaj promast 26, PPARg SRC2 recr 9, PPARg SRC-3 ag 2, PPARg SRC-1 ag 2, bIAP inh 0 and S1P3 antagonist 4.
For Cn1c(=O)n(Cc2ccccc2F)c2ccccc21 the results were bIAP activator 0.9, TLR4-MyD88 BLA 6, TR-FRET SRC-2 ct 1592, DTT redox prof 0.5, Lmaj promast -1, PPARg SRC2 recr -2, PPARg SRC-3 ag -16, PPARg SRC-1 ag 1, bIAP inh 5 and S1P3 antagonist 0.
CCOC(=O)c1cnc2ccc(Cl)cc2c1Nc1ccc(S(=O)(=O)Nc2ncccn2)cc1 was read as bIAP activator 0.7, ROMK primary -1, TLR4-MyD88 BLA -20, TR-FRET SRC-2 ct 1565, DTT redox prof -0.6, Lmaj promast -4, PPARg SRC2 recr -3, PPARg SRC-3 ag 3, PPARg SRC-1 ag 10, bIAP inh 32 and S1P3 antagonist 1.
Screening CCOc1ccc(-c2c(C)n([O-])c3c([n+]2=O)CCCC3)cc1 returned bIAP activator 1, ROMK primary 0.46, TLR4-MyD88 BLA 7, TR-FRET SRC-2 ct 1587, DTT redox prof -4.7, Lmaj promast -4, PPARg SRC2 recr 11, PPARg SRC-3 ag 6, PPARg SRC-1 ag -3 and bIAP inh 0.
CCN(CC)c1ccc(/C=N/N=C(N)N)c(O)c1 was read as bIAP activator 1, ROMK primary 1.6, TLR4-MyD88 BLA 13, TR-FRET SRC-2 ct 1721, DTT redox prof -0.2, Lmaj promast 35, PPARg SRC2 recr 13, PPARg SRC-3 ag 4, PPARg SRC-1 ag 6, bIAP inh 2 and S1P3 antagonist -12.
O=C(CNC(=O)c1ccc(Cl)cc1)OCc1nc2ccccc2s1 was read as bIAP activator 1, TLR4-MyD88 BLA 11, TR-FRET SRC-2 ct 1541, DTT redox prof 0.4, Lmaj promast -5, PPARg SRC2 recr -6, PPARg SRC-3 ag -3, PPARg SRC-1 ag -7, bIAP inh 3 and S1P3 antagonist 0.
`COc1ccc(OC)c(Nc2nc(-c3sc(NC(=O)CC(C)C)nc3C)cs2)c1` gave bIAP activator 1, TLR4-MyD88 BLA -3, TR-FRET SRC-2 ct 1882, DTT redox prof -3.8, Lmaj promast 81*, PPARg SRC2 recr 4, PPARg SRC-3 ag 9, PPARg SRC-1 ag 11 and bIAP inh 0.
`O=C1NN(c2ccc(Cl)c(Cl)c2)C(=O)/C1=C/c1cccc(OC(=O)c2cccs2)c1` gave bIAP activator 0.9, ROMK primary 0.22, TLR4-MyD88 BLA 9, TR-FRET SRC-2 ct 1292, DTT redox prof 1.6, Lmaj promast -9, PPARg SRC2 recr -7, PPARg SRC-3 ag -7, PPARg SRC-1 ag -3 and bIAP inh 6.
`CCOC(=O)c1c(C)[nH]c(C(=O)OCCOc2ccc(Cl)cc2)c1C` gave bIAP activator 1, ROMK primary -0.12, TLR4-MyD88 BLA -2, TR-FRET SRC-2 ct 1392, DTT redox prof 0.9, Lmaj promast 3, PPARg SRC2 recr -6, PPARg SRC-3 ag -1, PPARg SRC-1 ag -2, bIAP inh -5 and S1P3 antagonist -6.
For Cc1cc(C(C)(C)C)cc(S(=O)(=O)Nc2ccc(C(=O)O)cc2)c1C the results were bIAP activator 1.2, ROMK primary 0.058, TLR4-MyD88 BLA -9, TR-FRET SRC-2 ct 1718, DTT redox prof 0.7, Lmaj promast -3, PPARg SRC2 recr 8, PPARg SRC-3 ag 1, PPARg SRC-1 ag 3, bIAP inh -16 and S1P3 antagonist -12.
For CC(C)(C)S(=O)(=O)c1ccc2nc3c(n2c1)CCCC3 the results were bIAP activator 0.9, ROMK primary -0.66, TLR4-MyD88 BLA -16, TR-FRET SRC-2 ct 1449, DTT redox prof 3.2, Lmaj promast 3, PPARg SRC2 recr -9, PPARg SRC-3 ag 1, PPARg SRC-1 ag 1, bIAP inh 6 and S1P3 antagonist -9.
CC(C)n1c(=O)c2c(O)cc(=O)oc2c2ccccc21 was read as bIAP activator 1, TLR4-MyD88 BLA -2, TR-FRET SRC-2 ct 1547, DTT redox prof -2.8, Lmaj promast -2, PPARg SRC2 recr 3, PPARg SRC-3 ag 3, PPARg SRC-1 ag 3 and bIAP inh -1.
Screening O=C(/C=C/c1ccc([N+](=O)[O-])cc1)NCC1CCCO1 (stereo not drawn) returned bIAP activator 0.9, TLR4-MyD88 BLA -11, TR-FRET SRC-2 ct 1679, DTT redox prof 12, Lmaj promast 1, PPARg SRC2 recr 15, PPARg SRC-3 ag 5, PPARg SRC-1 ag 4 and bIAP inh 14.
CCN(CC)S(=O)(=O)c1ccc(C)c(NC(=O)Cn2cnc3cc([N+](=O)[O-])ccc3c2=O)c1 was read as bIAP activator 1, ROMK primary 2.9*, TLR4-MyD88 BLA -3, TR-FRET SRC-2 ct 1521, DTT redox prof -0.7, Lmaj promast 72*, PPARg SRC2 recr -13, PPARg SRC-3 ag 2, PPARg SRC-1 ag 2, bIAP inh -4 and S1P3 antagonist -1.

Screening data: PubChem, several laboratories
